L major viab: Leishmania major promastigote growth inhibition; 200,000 tested, 9% active; inhibition, % at 10 µM; Leishmania major promastigotes, resazurin fluorescence viability;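 note: promastigotes grown with compound for 44 hours at 28 °C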
RAM inhibit: inhibitors of the yeast RAM network. S. cerevisiae dse1pr::URA3 reporter, 5-FOA growth OD615, 2 d; analog-sensitive cbk1-as2 kinase mutant strain. 190,000 tested, 1.8% active. inhibition, % at 50 µM. AID 868;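 active = inhibition above a set limit, 3 SD over mean compound inhibition, cut at about 8.4% in these data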;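 note: 0% = DMSO-only wells with no growth and 100% = 10 µM 1-NA-PP1 full growth; inhibition rescues growth on 5-FOA so higher OD means more RAM inhibition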
Diaphorase act: activates diaphorase or chemically reduces, flagging diaphorase assay artifacts; Diaphorase/resazurin coupled assay, resorufin fluorescence, 16 min; active compounds read high; 1 = vehicle wells, 0 = NADH-free wells; activation factor at 20 µM; 190,000 tested, 0.005% active;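 active = diaphorase activity raised at least twofold by the compound at 20 µM; inactive = activation factor below 2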
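Material: purified diaphorase enzyme from Clostridium kluyveri; Also added: 0.114 mM NADH and 0.1 mM resazurin, final amounts; Doses: single compound dose of 20 µM, 1% DMSO final; Times: 16 min enzyme reaction, ambient temperature; Detection: resorufin fluorescence, excitation 544 nm, emission 590 nm; Measure: increased resorufin signal from activators or reducing compounds.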
G6PDH counter: inhibits Leuconostoc G6PDH, flagging false hits in G6PDH-based assays. Purified L. mesenteroides G6PDH, diaphorase/resazurin coupled fluorescence, 45 min. inhibition, % at 5 µM. 200,000 tested, 0.12% active. AID 1020
PMI activator: phosphomannose isomerase (human) activation; P34949; purified human PMI, coupled resazurin fluorescence, 20 min; active compounds read high; 1 = vehicle control, 0 substrate-free wells; activation factor at 20 µM; 190,000 tested, 0.005% active; AID 1214;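 active = activation factor of 2 or more at 20 µM, relative to plate controls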
Target sequence (P34949 whole entry, looked up): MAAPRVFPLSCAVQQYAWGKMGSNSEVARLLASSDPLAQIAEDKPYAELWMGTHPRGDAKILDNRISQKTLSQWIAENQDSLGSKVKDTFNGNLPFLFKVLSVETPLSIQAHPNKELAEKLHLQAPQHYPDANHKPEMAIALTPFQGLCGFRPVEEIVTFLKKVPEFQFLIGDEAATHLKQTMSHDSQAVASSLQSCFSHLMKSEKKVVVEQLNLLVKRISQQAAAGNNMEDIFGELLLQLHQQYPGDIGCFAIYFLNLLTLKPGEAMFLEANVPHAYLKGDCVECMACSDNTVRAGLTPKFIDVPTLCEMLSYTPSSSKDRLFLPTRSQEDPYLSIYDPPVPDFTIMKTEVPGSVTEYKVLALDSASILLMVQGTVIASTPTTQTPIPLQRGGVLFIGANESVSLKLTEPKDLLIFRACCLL
TLR4-MyD88 BLA: TLR4-MyD88 interaction inhibition in cells; O00206+Q99836; inhibition, % at 8.4 µM; HeLa CL3-4 TLR4/MyD88 BLA complementation, FRET ratio; 200,000 tested, 0.18% active; AID 861; in the data active = inhibition above about 25%;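 note: 0% = vehicle and 100% = reference inhibitor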
PMI act satM6P: activators of human phosphomannose isomerase at near-saturating mannose 6-phosphate. coupled PMI enzyme assay, resazurin fluorescence, 20 min; active compounds read high; 1 = untreated enzyme, 0 = substrate-free blank. activation factor at 20 µM. 190,000 tested, 0.34% active;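 active = activation factor of 2 or more at 20 µM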
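Material: human phosphomannose isomerase with PGI, G6PDH, diaphorase coupling enzymes. Quantity: 15 ng/mL PMI. Medium: HEPES pH 7.4 buffer with MgCl2 and Tween-20. Reagent: Near-saturating mannose-6-phosphate, 1.0 mM. Compound: 20 µM single dose. Times: enzyme reaction with compound 20 min at room temperature. Detection: resorufin fluorescence at Ex 544/Em 590 nm.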
Diaphorase inh: inhibits diaphorase or chemically oxidizes, flagging diaphorase assay artifacts. inhibition, % at 20 µM. 190,000 tested, 0.69% active. diaphorase resazurin-to-resorufin fluorescence, NADH, 16 min; bacterial (C. kluyveri) enzyme, not human;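 active = primary screen inhibition at 20 µM above a set limit, cut at about 50% in these data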;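 note: plate controls were DMSO with full reaction for no effect and wells lacking NADH for full effect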
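Test system: diaphorase enzyme from Clostridium kluyveri; amount: diaphorase at 0.14 U/mL in enzyme working solution; detection: fluorescence of resorufin formed from resazurin, Ex 544/Em 590 nm; times: reaction incubation of 16 min at room temperature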
S1P3 antag: antagonists of human S1P3 receptor. CHO S1P3 NFAT-BLA reporter, FRET fluorescence, antagonist mode. AID 485. 170,000 tested, 0.27% active. inhibition, % at 4.98 µM. Q99500;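 active = inhibition above the plate cutoff, the mean inhibition of test wells on that plate plus 3 SD, cut at about 28% in these data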;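 note: cells challenged with S1P at its EC80 of 0.8 µM; blue over green emission ratio from cleaved BLA substrate after 4 h stimulation; 0% = S1P-stimulated wells and 100% = unstimulated DMSO-only wells; some compounds past the cut are filed as inactive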
Target sequence (Q99500 whole entry, looked up): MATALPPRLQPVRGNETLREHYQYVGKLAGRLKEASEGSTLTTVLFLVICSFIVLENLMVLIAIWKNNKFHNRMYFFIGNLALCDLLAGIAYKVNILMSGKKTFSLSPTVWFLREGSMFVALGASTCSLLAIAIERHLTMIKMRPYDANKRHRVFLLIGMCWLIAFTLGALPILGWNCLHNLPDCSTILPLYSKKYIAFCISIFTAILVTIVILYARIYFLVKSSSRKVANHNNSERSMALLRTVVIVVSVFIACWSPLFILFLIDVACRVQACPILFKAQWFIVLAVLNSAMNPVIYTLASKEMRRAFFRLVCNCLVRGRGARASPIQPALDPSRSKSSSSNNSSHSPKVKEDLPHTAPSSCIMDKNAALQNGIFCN
Hsp70 act: Hsp70 transcriptional activation, primary screen; 200,000 tested, 0.04% active; HeLa Hsp70 promoter luciferase reporter, luminescence; scaled: vehicle 0, proteasome-inhibitor control 100%; activation, % at 10 µM;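 active = activation above the mean across all tested compounds plus 3 SD, cutoff set per campaign, cut at about 5.5% in these data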;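 note: 100% = MG132 at 30 µM as the positive control and 0% = DMSO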
Redox H2O2 prof: compounds producing H2O2 with reducing agent – biochemical, NIH compound library profiling, artefact control for MLSCN library redox annotation, primary screen; 200,000 tested, 0.03% active; DTT-dependent redox cycling H2O2, phenol red/HRP absorbance; 100% = 100 µM peroxide control, 0% = buffer; activation, % at 10 µM; AID 878;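 active = activation of at least 50% relative to the plate's high and low controls in the primary single-dose screen; inactive = activation below 50%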;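 note: compound incubated with DTT at 0.8 mM final as the reducing agent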
The depositor's hits bear a star; . = no result given. Cut-off read from the data, not from the text of the source, unless noted: active = inhibition above about 50%; inactive = the rest.

canonical_smiles	L major viab	RAM inhibit	Diaphorase act	G6PDH counter	PMI activator	TLR4-MyD88 BLA	PMI act satM6P	Diaphorase inh	S1P3 antag	Hsp70 act	Redox H2O2 prof
COc1cc(OC)cc(-c2cc3nc(C)cc(N4CCN(C(=O)c5ccco5)CC4)n3n2)c1	2.5	0.3	0.9	13.6	0.9	-4.2	0.9	14.3	.	-0.1	-0.1
Cc1ccc(OCCn2cc(/C=C(\C#N)C(=O)NCC3CCCO3)c3ccccc32)cc1C (stereo not drawn)	38.3	11.8*	0.8	-7.0	0.8	23.5	0.8	21.7	-8.5	-0.2	1.0
CCOC(=O)Cc1csc(NC(=O)c2c(O)c3ccccc3n(C)c2=O)n1	.	.	0.9	7.2	0.9	.	0.9	14.3	8.2	.	.
CC(=O)c1c(C(C)=O)c(C)n(-c2cccc([N+](=O)[O-])c2)c1C	28.8	1.2	0.9	4.7	1.1	0.9	1	6.0	1.6	-0.6	-0.1
O=C(O)CCC(=O)Nc1ccccc1Oc1ccccc1	0.3	-0.6	0.9	1.0	1	6.8	0.9	14.7	-10.6	0.5	-0.1
O=C(N/C(=C\c1ccc2c(c1)OCO2)C(=O)N1CCOCC1)c1cccs1	4.7	0.3	0.8	-19.3	0.9	2.1	0.9	17.8	.	0.0	1.0
COc1ccc2[nH]c(C)c(CCN(Cc3cccs3)C(=S)Nc3ccccc3)c2c1	46.3	5.2	0.6	-19.3	0.7	7.4	0.7	38.5	.	-0.2	4.8
CC(C)CNC(=O)COc1ncnc2ccccc12	-3.8	0.3	0.9	2.8	1	8.3	1	6.5	.	-0.1	-0.1
CC(OC(=O)c1cc(=O)[nH]c2ccccc12)c1ccccc1 (stereo not drawn)	4.4	3.3	0.8	1.6	0.8	-6.4	0.9	18.9	5.5	0.0	2.8
Cc1ccccc1C(=O)Nc1ccc(C(=O)N/N=C/c2ccc(F)cc2)cc1	-4.1	4.7	1.1	0.9	1	1.5	1	-11.2	27.6	-0.1	-0.7
CC1CC(C)CN(C(=O)c2ccccc2Nc2ccc(SC(F)F)cc2)C1 (stereo not drawn)	27.2	9.0*	0.8	6.4	0.9	3.7	0.9	22.4	.	0.0	2.9
CCOC(=O)c1c(N)sc(C(=O)N(CC)CC)c1C	-6.7	1.2	0.9	13.8	1	0.0	1	13.3	-4.4	0.1	-0.9
Cn1cc(/C=N/NC(=O)c2ccc(C#N)cc2F)c2ccccc21	6.5	3.0	1	4.0	1	3.1	1	0.1	-1.7	0.3	0.1
Cc1ccc(C2CC(c3ccccc3)n3ncnc3N2)cc1 (stereo not drawn)	-4.1	1.4	0.9	8.0	0.9	-7.3	0.9	10.7	-13.3	-0.4	-1.0
Cc1nn(-c2ccc(F)cc2)c(C)c1CN1CCN(CCc2ccccc2)C(CCO)C1 (stereo not drawn)	79.2*	0.6	0.9	13.8	1	-2.6	1.1	11.3	12.9	0.0	1.2
CCOC(=O)CCNC(=O)Nc1ccc2nc(C)n(Cc3cccc(Cl)c3)c(=O)c2c1	11.2	0.2	0.8	7.4	0.8	14.0	0.9	15.3	-42.8	0.4	0.4
NC(=O)c1c(NC(=S)Nc2ccc(F)cc2)sc2c1CCCC2	5.1	3.9	0.7	0.1	0.8	-10.5	1	28.5	-25.6	-0.2	-1.6
OCCNc1ncnc2c1sc1nc(N3CCOCC3)c3c(c12)CCC3	17.4	1.9	0.7	-0.5	0.8	-10.9	0.8	25.8	26.0	0.0	0.5
Cc1cccc(-n2cnc3cc(C(=O)N4CCCCC4)ccc32)c1	4.5	0.1	1	5.3	1	-11.0	1.1	-4.0	.	0.0	1.8
CC(C)CN1C(=O)C(=O)N(CC(=O)NCc2ccc3c(c2)OCO3)C1=O	0.3	0.9	0.9	5.0	1	-2.1	1	10.0	.	-0.2	0.1
COc1ccccc1C(=O)Nc1cc2ccccc2oc1=O	-3.1	4.4	0.9	11.0	0.9	-8.6	0.9	13.3	.	-0.2	0.1
CCn1c(=O)c(C(=O)CN2CCN(S(=O)(=O)c3cc(C)ccc3C)CC2)c(N)n(Cc2ccccc2)c1=O	64.7*	0.5	0.7	8.0	1	1.4	0.9	28.0	-4.8	0.0	-0.8
CC1CCc2c(nc3ncnn3c2N2CCN(c3ccccc3)CC2)C1 (stereo not drawn)	51.7*	0.0	0.9	6.9	1.1	-7.2	1	10.4	-13.8	-0.2	1.3
COc1cccc(CN(Cc2ccco2)S(=O)(=O)c2ccc(S(=O)(=O)NCc3ccccc3)cc2)c1OC	97.5*	14.2*	0.8	4.2	0.8	1.9	0.9	23.5	.	-0.1	-0.3
Cc1ccc(CNC(=O)c2ccc[nH]2)cc1	5.5	0.6	1	3.8	1.1	-7.9	1.1	2.1	-14.6	0.0	-0.9
COc1ccc(Cc2nc(-c3cccc(C)c3)no2)cc1	-4.1	0.3	0.9	1.6	1	-5.7	1	11.4	.	0.0	2.0
Cc1[nH]c2ccccc2c1C(=O)COC(=O)CCS(=O)(=O)c1ccccc1Cl	60.2*	4.3	1	8.6	1	-13.7	1.1	0.9	4.9	-0.2	0.0
COc1ccc(NC(=O)Nc2nnc(N3CCC(C)CC3)s2)cc1OC	2.1	1.5	1	10.1	1	10.8	1	3.3	19.0	0.3	0.3
Fc1ccccc1NC(=S)NNc1ncc(C(F)(F)F)cc1Cl	-4.5	0.4	1.1	2.5	1.1	-8.0	1.1	-7.6	.	-0.4	0.1
O=C(COC(=O)c1nc(Cl)ccc1Cl)c1ccc(Cl)s1	-8.2	0.6	0.9	-1.3	1	-6.0	1	7.4	1.5	-0.2	1.6
COc1ccc(Oc2ccc(N/C=C3/CCCC3=O)cc2)cc1	34.8	3.1	0.9	-13.7	1	-6.0	1	8.9	-3.1	-0.6	0.3
Cc1cccc(-n2nnnc2SCC(=O)N(CC(C)C)c2c(N)n(CC(C)C)c(=O)[nH]c2=O)c1	3.2	-0.2	0.9	3.1	0.9	4.0	0.9	10.3	-25.5	-0.1	0.2
Cc1ccc(CSc2nn3c(=O)c(C)nnc3s2)cc1	-7.7	6.4	0.9	12.7	1	-10.9	1	9.6	-32.0	-0.2	4.3
COc1ccc(-n2c(SCC(=O)Nc3cc(C)on3)nc3ccccc3c2=O)cc1Cl	32.1	5.1	1	10.9	1	5.0	1	-4.0	-12.9	-0.3	0.1
Cc1no[n+]([O-])c1COc1ccc(/C=C(\C#N)C(N)=O)cc1	-2.9	0.4	0.9	5.0	1	11.3	1	5.2	9.9	-0.4	0.0
COc1ccc(C2CC(C(F)(F)F)n3ncc(C(=O)Nc4cccc(O)c4)c3N2)cc1OC (stereo not drawn)	9.8	7.9	0.9	13.3	0.9	-1.6	1	6.0	.	-0.4	0.6

Entries above printed as active in RAM inhibit.
molecule	RAM inhibit	Diaphorase act	PMI activator	TLR4-MyD88 BLA	PMI act satM6P	Diaphorase inh	S1P3 antag	Hsp70 act	Redox H2O2 prof
Cc1ccc(OCCn2cc(/C=C(\C#N)C(=O)NCC3CCCO3)c3ccccc32)cc1C (stereo not drawn)	11.8*	0.8	0.8	23.5	0.8	21.7	-8.5	-0.2	1.0
CC1CC(C)CN(C(=O)c2ccccc2Nc2ccc(SC(F)F)cc2)C1 (stereo not drawn)	9.0*	0.8	0.9	3.7	0.9	22.4	.	0.0	2.9
COc1cccc(CN(Cc2ccco2)S(=O)(=O)c2ccc(S(=O)(=O)NCc3ccccc3)cc2)c1OC	14.2*	0.8	0.8	1.9	0.9	23.5	.	-0.1	-0.3

The listing continues:
canonical_smiles	L major viab	RAM inhibit	Diaphorase act	G6PDH counter	PMI activator	TLR4-MyD88 BLA	PMI act satM6P	Diaphorase inh	S1P3 antag	Hsp70 act	Redox H2O2 prof
COc1cccc(NC(=S)NC2CC3CCCC(C2)N3CC(C)C)c1 (stereo not drawn)	22.5	1.4	1	7.3	1	-8.9	1	-2.8	-19.4	-0.1	0.7
CN(CC(=O)Nc1cccnc1)S(=O)(=O)c1cc(Cl)ccc1Cl	-0.3	-0.1	0.9	-5.4	0.9	2.9	0.9	9.4	-10.2	-0.2	-1.4
COc1cccc(/C=N/n2c(-c3ccco3)nc3ccccc3c2=O)c1	2.5	1.1	1	2.0	1	5.0	1	3.6	-19.1	0.2	2.3
CCN(CC)S(=O)(=O)c1cccc(C(=O)Oc2cccc(NC(=O)c3cccs3)c2)c1	3.6	6.0	0.8	13.4	0.8	-9.5	0.8	21.7	12.8	-0.2	0.2
CC(=O)N(Cc1cccnc1)Cc1cc2ccc(C)cc2[nH]c1=O	-0.1	1.9	0.9	8.3	1.1	0.5	1	10.6	-56.4	-0.3	-0.8
Cc1ccc(C(C(=O)NC2CCCCC2)N(C(=O)Cc2c[nH]c3ccccc23)c2ccccc2)o1 (stereo not drawn)	18.0	4.0	1	8.3	0.8	-2.0	1	-1.9	.	-0.1	-0.6
CCCC1(c2ccccc2)NC(=O)N(CC(=O)Nc2sc(-c3ccccc3)cc2C(=O)OCC)C1=O (stereo not drawn)	-3.5	4.3	0.9	14.2	0.8	-12.2	0.9	14.2	.	-0.3	0.0
CCO[C@@H]1OC(C(=O)N2CCOCC2)=C[C@H](c2cn(C(C)=O)c3ccccc23)[C@H]1CCCO	-1.9	-0.2	0.8	7.4	1	1.9	1	21.8	-2.2	-0.2	-0.3

Retrieved by structure from the list above:
canonical_smiles	L major viab	RAM inhibit	Diaphorase act	G6PDH counter	PMI activator	TLR4-MyD88 BLA	PMI act satM6P	Diaphorase inh	S1P3 antag	Hsp70 act	Redox H2O2 prof
Cc1ccc(C2CC(c3ccccc3)n3ncnc3N2)cc1 (stereo not drawn)	-4.1	1.4	0.9	8.0	0.9	-7.3	0.9	10.7	-13.3	-0.4	-1.0
Cc1ccc(CNC(=O)c2ccc[nH]2)cc1	5.5	0.6	1	3.8	1.1	-7.9	1.1	2.1	-14.6	0.0	-0.9
CCOC(=O)CCNC(=O)Nc1ccc2nc(C)n(Cc3cccc(Cl)c3)c(=O)c2c1	11.2	0.2	0.8	7.4	0.8	14.0	0.9	15.3	-42.8	0.4	0.4
